Assay outcomes as filed in PubChem.
INS-1E GSIS act: GLuc luminescence reporter in INS-1E cells, primary screen for activators of glucose-dependent secretion of insulin | INS-1E GLuc reporter insulin secretion, 2-3 h | activation, % at 16.6 µM | actives 0.61% (n = 370,000) | AID 743287, 2014;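 active = lowest replicate activation of at least 40%, so every replicate reaches that level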;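 note: 0% = median of neutral control wells and 100% = median of IBMX positive control wells; some compounds called inactive have numbers as strong as hits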
miR122 inh: miR-122 Renilla sensor signal increase in Huh7, primary screen, miR-122 inhibitor project, cell-based, single point, plate reader. Huh7 miR-122 Renilla luciferase sensor, 48 h; neutral wells = 0, positive control = 100. activation (reporter increase), % at 12.5 µM. actives 0.3% (n = 340,000). AID 602342, 2012;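 active = mean replicate activation score at least 90 and every replicate individually at or above 90; inconclusive = only one of the two criteria met; inactive = neither criterion met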;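 note: higher luciferase means less miR-122 activity so hits act as miR-122 inhibitors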
CFTR F508del cor: F508del CFTR correction, initial screen, CFBE line, single point; CFBE cells, YFP halide quenching; stimulated with forskolin plus potentiator P3; % fluorescence drop versus neutral controls; activity (quench increase), % at 7.58 µM; actives 0.36% (n = 350,000);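 active = mean added fluorescence quench of at least 8% versus neutral control, with both replicates also reaching 8%; inconclusive = only one of the mean or replicate conditions met; inactive = mean below 8% and not both replicates reaching 8%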;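 note: cells transiently co-express mutant CFTR-F508del with the halide-sensitive YFP; corrector assay measuring rescue of mutant channel to the surface after 24 h compound exposure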
FN deposit inh: inhibitors of fibronectin matrix deposition, primary screen, AH1F cells, Alexa488-fibronectin fluorescence, plate reader | AID 743247, 2014 | AH1F fibroblasts, overnight | inhibition, % at 12.6 µM | actives 0.086% (n = 350,000);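 active = mean inhibition across replicates of 30% or more, regardless of how many single replicates reach that level; inconclusive = mean under 30% yet at least half of replicates reach 30%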;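 note: positive control wells lacked labelled fibronectin entirely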
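material = AH1F fibroblast monolayer depositing Alexa488-labelled fibronectin into matrix | amount = 10000 AH1F cells/well | buffer or medium = DMEM plus 2% serum, read in PBS | incubation = 1 h cell adhesion before compound, then overnight fibronectin incubation | detection = fluorescence at 485 nm excitation, 525 nm emission | evaluation = percent inhibition as loss of matrix-bound fibronectin fluorescence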
EWS-Fli block: EWS/Fli-driven NR0B1 reporter inhibitors, primary screen, A673 cells, NR0B1 luciferase, luminescence, MLPCN library. viability-normalised. inhibition, % at 12.6 µM. actives 0.67% (n = 350,000). AID 651661, 2012;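 active = mean inhibition of at least 50% after viability correction, with every replicate also passing that limit; inconclusive = mean reaches 50% but only one of two replicates passes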;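 note: firefly luciferase signal divided by Alamar Blue viability fluorescence both relative to DMSO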
PAX8 reporter: inhibitors of PAX8-driven TPO luciferase reporter, primary screen, RMG-I cells, single concentration; inhibition, % at 12.6 µM; SteadyGlo, 24 h; actives 1.2% (n = 360,000);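 active = mean replicate inhibition at least 60% with every replicate also reaching 60%; inconclusive = only one of the two criteria is met; inactive = mean below 60% and not all replicates reaching 60%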;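 note: luciferase light reporting Pax8 driven TPO promoter activity; plate controls were median of neutral control wells for no effect and mitoxantrone controls for full effect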
DENV2 CPE rescue: inhibitors of DENV2 cytopathic effect, primary screen, cell-based, plate reader, single concentration. DENV2-infected cells, cytopathic effect rescue. CPE inhibition, % at 9.99 µM. actives 1.7% (n = 350,000). AID 651640, 2012; in the data active = CPE inhibition above about 20%, passing the limit was not always enough; inconclusive = no clear call, values can overlap the other calls; tested in BHK-21 cells;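 note: 0% = median of neutral control wells and 100% = median of positive control wells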
An asterisk follows results filed as active; & = joins results of further samples; [ ] = another dose, or the depositor's remark.

NC(=O)c1cccc(-c2coc3c(C(=O)NCCc4ccccc4)cccc23)c1 was read as miR122 inh -3, CFTR F508del cor 3.0, FN deposit inh 9, EWS-Fli block -16, PAX8 reporter -23 and DENV2 CPE rescue -5.
`CCN1C(=O)[C@@H]2[C@@H](c3ccc(-c4ccc(OC)cc4)cc3)N3CCC[C@@]3(C(=O)OC)[C@@H]2C1=O` gave miR122 inh -2, CFTR F508del cor 2.0, FN deposit inh 14, EWS-Fli block 2 and PAX8 reporter -27.
`COc1ccc(NC(=O)Nc2ccc3c(c2)C(=O)N([C@@H](C)CO)C[C@@H](C)[C@@H](CN(C)Cc2ccc(C(=O)O)cc2)OCCCC[C@H](C)O3)cc1` gave INS-1E GSIS act 10, miR122 inh 14[16.7 µM], CFTR F508del cor -2.2, EWS-Fli block 3, PAX8 reporter 6 and DENV2 CPE rescue 2.
`COc1ccc(S(=O)(=O)N[C@H]2CC[C@H](CCNC(=O)Cc3ccccn3)O[C@H]2CO)cc1` gave INS-1E GSIS act -1, miR122 inh -3[16.7 µM], CFTR F508del cor -1.2, FN deposit inh 14, EWS-Fli block -5 and PAX8 reporter 2.
For Cc1nn(CCC(=O)NCc2ccc(OC(C)C)cc2)c(=O)c2nn(-c3ccccc3)c(C)c12 the results were INS-1E GSIS act -21, miR122 inh -4, CFTR F508del cor 2.4, FN deposit inh 4, EWS-Fli block 2, PAX8 reporter 17 and DENV2 CPE rescue inconclusive.
O=C(CN1CCOCC1)N1CC[C@H]2[C@H](CO)Nc3ccc(Br)cc3[C@H]21 was read as INS-1E GSIS act 4, miR122 inh -7[16.7 µM], CFTR F508del cor -0.3, FN deposit inh -8, EWS-Fli block -2, PAX8 reporter 9 and DENV2 CPE rescue -9.
`COC(=O)Cn1c(=O)c2c(nc3n2CC(C)CN3CCc2ccccc2)n(C)c1=O` (stereo not drawn) gave INS-1E GSIS act -9, miR122 inh -12, CFTR F508del cor 0.6, FN deposit inh 3, EWS-Fli block 13, PAX8 reporter 8 and DENV2 CPE rescue -4.
`CCCCNC(=O)c1ccccc1SCc1c(C)noc1C` gave INS-1E GSIS act -1, miR122 inh 6, CFTR F508del cor -0.3, FN deposit inh 2, PAX8 reporter 14 and DENV2 CPE rescue 10.
For CCO/N=C(\C)c1c(O)c(CC)c(-c2ccccc2)n(-c2ccccc2)c1=O the results were miR122 inh 2, FN deposit inh 2 and PAX8 reporter 5.
Cc1c(C(=O)N2CCC2(C)C(=O)O)oc2ccccc12 (stereo not drawn) was read as INS-1E GSIS act 1, miR122 inh 1, CFTR F508del cor 1.5, FN deposit inh -12, EWS-Fli block -1, PAX8 reporter -17 and DENV2 CPE rescue 6.
For CC(C)(C)NC(=O)C(c1ccc(C(F)(F)F)cc1)n1c(=O)c(-c2cc3ccccc3[nH]2)nc2ccccc21 (stereo not drawn) the results were INS-1E GSIS act 8, CFTR F508del cor -2.9, FN deposit inh 1, EWS-Fli block 14, PAX8 reporter 49 and DENV2 CPE rescue -5.
`CN(C)C(=O)COc1ncnc2sc(-c3ccccc3)cc12` gave INS-1E GSIS act 25, miR122 inh 5, CFTR F508del cor 0.3, FN deposit inh -10, EWS-Fli block -25, PAX8 reporter 0 and DENV2 CPE rescue 3.
Screening COc1ccc(CNC(=O)c2ccc(N3CCOCC3)c([N+](=O)[O-])c2)cc1 returned INS-1E GSIS act 1, CFTR F508del cor -1.9, FN deposit inh -11, EWS-Fli block 7, PAX8 reporter -10 and DENV2 CPE rescue -2.
Screening Cn1c2ccccc2c2nnc(SCC(=O)Nc3ccccc3F)nc21 returned CFTR F508del cor -1.7, FN deposit inh 1, EWS-Fli block 14, PAX8 reporter 29 and DENV2 CPE rescue -2.
COc1cccc(OC)c1OCCN1CCC(C(=O)NC(c2ccccc2)c2ncccc2C)CC1 (stereo not drawn) was read as miR122 inh -9, CFTR F508del cor -1.4, FN deposit inh 2, EWS-Fli block 1, PAX8 reporter 4 and DENV2 CPE rescue inconclusive.
`COC(=O)C[C@@H]1CC[C@@H]2[C@@H](COc3ccc(NC(=O)NC(C)C)cc3C(=O)N2C)O1` gave INS-1E GSIS act -6, miR122 inh -17[16.7 µM], CFTR F508del cor 1.4, FN deposit inh -2, EWS-Fli block 11, PAX8 reporter 5 and DENV2 CPE rescue inconclusive.
`CC(C)C#Cc1cnc2c(c1)C(=O)N([C@@H](C)CO)C[C@@H](C)[C@@H](CN(C)C(=O)Nc1ccccc1F)O2` gave INS-1E GSIS act 5, miR122 inh -3[16.7 µM], CFTR F508del cor -0.5, EWS-Fli block -12 and DENV2 CPE rescue 18.
`CN(C)C(=O)c1cccc(-c2ccc3c(c2)[C@@H]2[C@@H](CCN2C(=O)C2CCC2)[C@@H](CO)N3)c1` gave INS-1E GSIS act 13, CFTR F508del cor 1.2, FN deposit inh -12, EWS-Fli block 13 and DENV2 CPE rescue -9.
`O=C(c1ccc2c(c1)OCO2)N1CC[C@H]2[C@H](CO)Nc3ccc(-c4ccc(F)cc4)cc3[C@H]21` gave INS-1E GSIS act 3, miR122 inh 5[16.7 µM], CFTR F508del cor 2.6, FN deposit inh 10, EWS-Fli block 4, PAX8 reporter -3 and DENV2 CPE rescue -21.
Screening Cc1cccc(C)c1NC(=S)N(Cc1ccccc1)Cc1cccs1 returned INS-1E GSIS act -11, miR122 inh -1, CFTR F508del cor -3.0, FN deposit inh -6, EWS-Fli block 3 and PAX8 reporter -1.
For COc1ccc(NS(=O)(=O)c2ccc(O)c(C(=O)OCC(=O)Nc3ccc4c(c3)OCCO4)c2)cc1 the results were INS-1E GSIS act -17, miR122 inh 0, FN deposit inh 5 and PAX8 reporter 3.
`CCCS(=O)(=O)N1CCC(Cc2ccc(OC)cc2)(C(=O)OCC)CC1` gave INS-1E GSIS act -7, CFTR F508del cor -3.1, EWS-Fli block 9, PAX8 reporter -11 and DENV2 CPE rescue 3.
For O=C(CNS(=O)(=O)/C=C/c1ccccc1)OC1CCOC1=O (stereo not drawn) the results were INS-1E GSIS act -19, miR122 inh -7, CFTR F508del cor 0.0, FN deposit inh 5, EWS-Fli block 3, PAX8 reporter -15 and DENV2 CPE rescue 2.
CO[C@H]1CN(C)C(=O)c2ccc(NC(=O)CC(F)(F)F)cc2OC[C@H](C)N(C(C)=O)C[C@H]1C was read as INS-1E GSIS act 6, CFTR F508del cor -1.9, FN deposit inh -7, EWS-Fli block 1, PAX8 reporter -8 and DENV2 CPE rescue -6.
For COc1ccccc1N1CC(C(=O)NCCN2C(=O)S/C(=C\c3cccnc3)C2=O)CC1=O (stereo not drawn) the results were INS-1E GSIS act 6, miR122 inh -2, CFTR F508del cor 1.3, FN deposit inh -14, EWS-Fli block -2, PAX8 reporter -5 and DENV2 CPE rescue -3.
Cc1ccc(C)c(S(=O)(=O)N/N=C/c2ccc(C(=O)O)cc2)c1 was read as INS-1E GSIS act -10, miR122 inh 4, FN deposit inh 6 and PAX8 reporter -13.
For CCc1ccc(N2CC(C(=O)Nc3ccccc3N3CCCC3)CC2=O)cc1 (stereo not drawn) the results were INS-1E GSIS act -1, miR122 inh 7, CFTR F508del cor 9.2*, FN deposit inh -4, EWS-Fli block 4 and DENV2 CPE rescue 1.
Cc1cccc(NC(=O)CSc2nc(C3CC3)nc3ccccc23)c1 was read as INS-1E GSIS act -3, CFTR F508del cor -0.7, FN deposit inh 1, EWS-Fli block -2, PAX8 reporter -1 and DENV2 CPE rescue -2.
Screening O=C(CC(C(=O)O)c1ccc(Cl)cc1)c1ccc(Br)cc1 (stereo not drawn) returned INS-1E GSIS act 9, CFTR F508del cor 1.5, FN deposit inh 12, EWS-Fli block -232, PAX8 reporter -3 and DENV2 CPE rescue 0.
`C[C@@H]1CN([C@H](C)CO)C(=O)c2cc(NS(=O)(=O)c3ccc(F)cc3)ccc2O[C@@H]1CN(C)S(=O)(=O)c1ccc(F)cc1` gave INS-1E GSIS act -14, miR122 inh 30[16.7 µM], CFTR F508del cor -2.5, EWS-Fli block -2, PAX8 reporter 5 and DENV2 CPE rescue inconclusive.
O=C(C[n+]1cccc(/C=N/O)c1)N1CCCc2ccccc21 was read as INS-1E GSIS act 9, miR122 inh 1, CFTR F508del cor 0.8, EWS-Fli block 4, PAX8 reporter 14 and DENV2 CPE rescue 4.
Screening N#Cc1cccc(-c2ccc(C3[C@H]4CNC[C@@H]3N4Cc3ccc4c(c3)OCO4)cc2)c1 (stereo partly drawn) returned INS-1E GSIS act 22&11, CFTR F508del cor 1.9&-7.9, FN deposit inh 3&1, EWS-Fli block -10&2, PAX8 reporter -13&-8 and DENV2 CPE rescue 9&-3.
For C/C=C/c1ccccc1[C@@H]1[C@H](C#N)N(C(=O)CN2CCOCC2)[C@H]1CO the results were INS-1E GSIS act 0, CFTR F508del cor 0.3, FN deposit inh -10, EWS-Fli block -3 and DENV2 CPE rescue 2.
For CC(OC(=O)C1=COCCO1)C(=O)Nc1ccccc1C#N (stereo not drawn) the results were INS-1E GSIS act -2, CFTR F508del cor -0.9, FN deposit inh 2, EWS-Fli block -2, PAX8 reporter 10 and DENV2 CPE rescue -7.
`CCCCOc1ccc(/C=N/Nc2cc(N3CCOCC3)nc(C)n2)cc1` gave INS-1E GSIS act -17, miR122 inh -4, CFTR F508del cor 3.5, FN deposit inh -6, EWS-Fli block 13, PAX8 reporter 6 and DENV2 CPE rescue -6.
COc1ccc(C(=O)N(C)C2CCCN(Cc3ccccc3F)C2)cc1C (stereo not drawn) was read as miR122 inh 12, CFTR F508del cor 1.0, FN deposit inh 9, EWS-Fli block 5 and PAX8 reporter 8.
Cc1ccc(NNC(=O)c2ccno2)c(C)c1 was read as INS-1E GSIS act -27, miR122 inh 0, CFTR F508del cor -0.6, FN deposit inh 2, EWS-Fli block -7, PAX8 reporter -5 and DENV2 CPE rescue 1.
`COCC#Cc1ccc2c(c1)O[C@@H](CN(C)C(=O)CC1CC1)[C@@H](C)CN([C@H](C)CO)S2(=O)=O` gave INS-1E GSIS act 4, miR122 inh 9[16.7 µM], CFTR F508del cor -0.6, FN deposit inh -10, EWS-Fli block 17 and DENV2 CPE rescue -4.
Screening Cc1ccnn1-c1ccc(C(=O)OCC(=O)Nc2ccc(F)cc2)cc1 returned INS-1E GSIS act 12, CFTR F508del cor -2.3, FN deposit inh -9, EWS-Fli block -4, PAX8 reporter -73 and DENV2 CPE rescue -4.
For O=C(CN1CCOCC1)NNC(=S)Nc1ccccc1 the results were INS-1E GSIS act 2, CFTR F508del cor -1.3, FN deposit inh -3, EWS-Fli block 2, PAX8 reporter -14 and DENV2 CPE rescue -1.
C[C@H]1CN([C@@H](C)CO)S(=O)(=O)c2ccc(C#CCN(C)C)cc2O[C@@H]1CN(C)Cc1ccncc1 was read as INS-1E GSIS act -2, miR122 inh 77[16.7 µM], CFTR F508del cor 0.1, FN deposit inh -15, EWS-Fli block -3, PAX8 reporter 6 and DENV2 CPE rescue 2.
`COc1ccc2c(Cl)c(-c3nnco3)sc2c1` gave miR122 inh -4, FN deposit inh 13 and PAX8 reporter -37.
For CC(C)NC(=O)N1CCC(c2nc3ccccc3s2)CC1 the results were INS-1E GSIS act -13, miR122 inh -8, CFTR F508del cor -0.6, FN deposit inh -9, EWS-Fli block 6, PAX8 reporter 4 and DENV2 CPE rescue 8.
